# Casp6 inh: human caspase-6 inhibitors, primary screen, biochemical, VEID-R110 fluorescence, single point, set 2; actives 0.53% (n = 350,000); AID 686996, 2013; P55212; purified caspase-6, Z-VEID-R110 cleavage fluorescence; inhibition, % at 12.5 µM;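 active = mean inhibition across replicates at least about 35%, with every replicate also reaching that limit, limit read from the data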;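 note: 0% = median of neutral control wells and 100% = no fluorescence left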
# Target sequence (P55212 24-179 limits assumed): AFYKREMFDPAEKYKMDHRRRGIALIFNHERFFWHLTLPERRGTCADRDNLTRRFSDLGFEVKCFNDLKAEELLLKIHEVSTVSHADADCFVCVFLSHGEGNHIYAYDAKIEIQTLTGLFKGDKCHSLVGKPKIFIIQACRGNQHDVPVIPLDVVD
# Target sequence (P55212 194-293 limits assumed): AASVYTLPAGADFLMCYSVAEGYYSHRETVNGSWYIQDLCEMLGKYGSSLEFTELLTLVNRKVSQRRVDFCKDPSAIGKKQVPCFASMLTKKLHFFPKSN
# ERp5 block: inhibitors of ERp5-driven insulin aggregation, primary screen, biochemical, turbidity, absorbance 650 nm, single point; 90 min; inhibition, % at 9.99 µM; Protein disulfide-isomerase A6 (Homo sapiens), Q15084; actives 0.05% (n = 350,000); AID 651711, 2012;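 active = mean replicate inhibition above about 25%, with every replicate also reaching it, limit read from the data, passing the limit was not always enough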
# RAD54 branch: inhibitors of human RAD54 branch migration, primary screen, biochemical, fluorescence, single point | DNA repair and recombination protein RAD54-like (Homo sapiens), Q92698 | RAD54 Holliday junction branch migration, FAM/BHQ fluorescence | actives 0.14% (n = 360,000) | AID 602329, 2012 | inhibition, % at 10.4 µM;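 active = mean normalized replicate activity at least 40 and at least half of replicates scoring 40 or more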;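 note: 0% = median of neutral control wells and 100% = median of positive control wells; inhibitors cause a drop in the FAM fluorescence signal; in these data hits start at about 50%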
# RAD52 inh: RAD52 DNA annealing inhibitors, primary screen, biochemical, FRET, single point, set 2; actives 0.46% (n = 360,000); inhibition, % at 18.7 µM; DNA repair protein RAD52 homolog (Homo sapiens), P43351; AID 651710, 2012; recombinant RAD52 DNA annealing, FRET fluorescence;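 active = every replicate showing at least 50% inhibition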
# Target sequence (P43351 whole entry, looked up): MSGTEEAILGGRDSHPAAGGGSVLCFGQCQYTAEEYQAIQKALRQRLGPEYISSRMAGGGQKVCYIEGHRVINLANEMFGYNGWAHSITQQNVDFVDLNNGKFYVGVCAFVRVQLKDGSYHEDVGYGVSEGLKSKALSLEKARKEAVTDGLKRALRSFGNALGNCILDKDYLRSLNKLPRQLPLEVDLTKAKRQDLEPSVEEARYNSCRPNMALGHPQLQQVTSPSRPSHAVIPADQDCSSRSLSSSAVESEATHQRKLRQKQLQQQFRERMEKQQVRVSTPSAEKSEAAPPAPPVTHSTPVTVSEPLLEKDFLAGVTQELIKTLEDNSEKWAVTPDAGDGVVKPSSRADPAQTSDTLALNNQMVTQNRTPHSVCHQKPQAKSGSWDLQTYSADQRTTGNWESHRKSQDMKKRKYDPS
# ARNT-TACC3 inh: disruptors of ARNT/TACC3 protein interaction, primary screen, biochemical, AlphaScreen, single concentration; Transforming acidic coiled-coil-containing protein 3 (Homo sapiens), Q9Y6A5; AlphaScreen His-ARNT PAS-B/GST-TACC3 binding, luminescence; TACC3 fragment carries E629A point mutation; inhibition, % at 9.99 µM; actives 0.66% (n = 390,000); AID 623870, 2012;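 active = mean inhibition of replicates at least 50% and at least half of replicates each reaching 50%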;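 note: 0% = complete ARNT plus TACC3 wells and 100% = ARNT alone without TACC3; many hits fall short of the cut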
# esBAF inh: Bmi1 luciferase reporter increase in mESCs, primary screen, esBAF inhibitor project, mouse ES cells, Bmi1 luciferase knock-in, single point. AID 602393, 2012. actives 2% (n = 350,000). reporter increase, % at 12.5 µM. 24 h; 100% = twice the neutral-well signal; in the data active = activation above about 40%;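 note: 0% = median of the plate's neutral control wells and 100% = double that signal; a rise in the Bmi1 reporter signal indicates esBAF inhibition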
# PglD inh: C. jejuni PglD acetyltransferase inhibitors, primary screen, biochemical, DTNB colorimetric, single point; UDP-N-acetylbacillosamine N-acetyltransferase PglD (Campylobacter jejuni); actives 0.098% (n = 360,000); inhibition, % at 12.5 µM; purified PglD enzyme, DTNB colorimetric CoA detection; in the data active = inhibition above about 16%, passing the limit was not always enough; note: strong numbers were not always called active
# E-selectin induc: E-selectin induction in HUVECs, primary screen, imaging, HUVEC, immunofluorescence imaging, single point. P16581. normalized: neutral wells 0, TNF-alpha wells 100. activation, % at 7.58 µM. actives 0.37% (n = 260,000);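 active = mean E-selectin-positive cell signal at least 10% of the positive control, reached in at least 60% of replicates, without over 20% cell loss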;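 note: in these data hits start at about 27%; measured in HUVEC primary endothelial cells; signal is the percent of cells scored E-selectin positive by PE staining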
#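 assay system = HUVEC, human umbilical vein endothelial cells | input = 3,000 HUVEC seeded per well | medium = EGM-2 growth medium on 0.1% gelatin-coated wells | dosing = one compound dose added by pin transfer | signal = immunofluorescence imaging | read-out basis = % PE-positive cells | control set = TNF-alpha, DMSO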
# Starred values were filed as active, the others as inactive; . = not tested or not shown; & = joins results of further samples. The order is random; 3.2% or so of the library scored in one or more.
item	structure	Casp6 inh	ERp5 block	RAD54 branch	RAD52 inh
1	CCOC(=O)c1cnc2nc(SC)nn2c1N	3.1	4.8	.	-3.3
2	O=C(NCC[C@@H]1CC[C@@H](NC(=O)c2cnccn2)[C@H](CO)O1)Nc1ccc(Cl)cc1	0.3	0.2	6.1	22.9
3	O=C(CCCOc1cccc(Br)c1)NC1CCC(O)CC1 (stereo not given)	-4.6	-1.4	-0.4	5.2
4	COC(=O)C[C@H]1CC[C@@H]2[C@@H](COc3ccc(NC(=O)Nc4cccc(Cl)c4)cc3C(=O)N2C)O1	-0.6	6.2	2.2	-139.1
5	CCC(=O)N(C)C[C@H]1Oc2cc(-c3ccccc3)ccc2S(=O)(=O)N([C@@H](C)CO)C[C@H]1C	-1.2	-1.1	13.2	15.0
6	CCN1CCN(C(C)CCc2ccccc2)CC1 (stereo not given)	-6.3	-7.6	-7.2	-5.7
7	CCN(C(=O)CN1C(=O)NC2(CCCc3ccccc32)C1=O)c1ccc(F)cc1 (stereo not given)	2.8	-8.9	3.7	8.9
8	C[C@@H]1CN([C@@H](C)CO)C(=O)c2cc(NC(=O)Nc3ccc(F)cc3)ccc2O[C@H]1CN(C)Cc1ccc(Oc2ccccc2)cc1	3.1	-3.5	-0.8	17.3
9	CCCCCC/C=N/Nc1nnc(Cc2ccc(OC)c(OC)c2)c(=O)[nH]1	-4.6	0.2	-2.5	-12.8
10	Cn1ncc(S(=O)(=O)Cc2ccccc2)c(Cl)c1=O	3.8	3.1	3.1	-9.8
11	CO[C@H]1CC[C@@]2(C)[C@@H](CC[C@@H]3[C@@H]2CC[C@@]2(C)[C@H]3C[C@H](C(=O)N[C@@H](CCCN=C(N)N)C(=O)NCC(=O)N[C@@H](CC(=O)O)C(N)=O)O[C@]23CCCO3)C1	.	.	-7.0	.
12	COc1ccc(S(=O)(=O)N(C)CC(=O)Nc2ccccc2C(F)(F)F)cc1	.	.	6.8	.
13	O=C(Oc1ccc(/C=N/Nc2nc(N3CCCCC3)nc(N3CCCCC3)n2)cc1)c1ccco1	-0.5	-2.6	7.5	-6.9
14	CCC(=O)Nc1ccc(C(=O)COC(=O)C(CCSC)NC(=O)COc2ccccc2)cc1 (stereo not given)	0.0	-0.6	3.0	-22.6
15	CC(C)OC(=O)N(C)C[C@@H]1OCc2ccccc2-c2c(n(C)c3ccccc23)C(=O)N([C@@H](C)CO)C[C@H]1C	-1.2&2.9	3.3&-5.9	0.3	9.1&6.6

item	ARNT-TACC3 inh	esBAF inh	PglD inh	E-selectin induc
1	-3.8	.	.	.
2	2.5	7.5	2.9	-1.9
3	-1.8	-2.5	-1.2	.
4	8.6	-11.9	3.6	0.2
5	-6.3	-7.8	-1.0	0.5
6	1.9	-3.7	5.8	-0.2
7	2.6	5.6	0.9	0.3
8	4.5	3.6	3.4	-10.6
9	54.0*	3.5	1.0	0.0
10	-10.2	.	1.7	0.0
11	1.1	-0.4	-0.9	.
12	3.1	-8.1	6.0	.
13	-13.4	-7.2	0.2	.
14	0.4	6.6	3.9	-0.1
15	.	-3.2	10.0	0.0

# Down the list, from the results shown.
# PglD inh, entries 7 to 14, in order: 0.9, 3.4, 1.0, 1.7, -0.9, 6.0, 0.2, 3.9
# RAD52 inh, entries 7 to 14, in order: 8.9, 17.3, -12.8, -9.8, ., ., -6.9, -22.6
# E-selectin induc, entries 7 to 14, in order: 0.3, -10.6, 0.0, 0.0, ., ., ., -0.1

# Next section.
item	structure	Casp6 inh	ERp5 block	RAD54 branch	RAD52 inh
16	CC(=O)c1cccc(NC(=O)/C(=C\c2ccco2)NC(=O)c2ccco2)c1	13.9	-6.2	-9.2	-16.4
17	COc1ccc(CC(=O)N2CCN(c3ccccc3OC)CC2)cc1	-0.1	4.2	1.8	-15.6
18	C[C@@H]1CCCCO[C@@H](CN(C)Cc2ccc3c(c2)OCO3)[C@H](C)CN([C@H](C)CO)C(=O)c2cc(NS(=O)(=O)c3ccccc3)ccc2O1	0.4	2.8	-7.4	10.0
19	CCc1c(C(=O)OCc2ccccc2)[nH]c(C)c1C	2.6	.	.	3.3
20	Cc1cccn2c(=O)c3cc(C(=O)NC4CCCC4)c(=N)n(CC4CCCO4)c3nc12 (stereo not given)	-0.3	0.3	34.3	14.9
21	CC(C)CC(=O)c1c[nH]c(C(=O)NCCCn2ccnc2)c1	.	.	1.4	.
22	CC(=O)N=C(N)Sc1nc2ccccc2[nH]1	.	.	-9.4	.
23	CCn1nc(NS(=O)(=O)c2ccc(NC(C)=O)cc2)c2cc3ccc(C)cc3nc21	-0.3	1.5	-5.6	-17.7
24	COc1ccc(Nc2c(-c3ccc(F)cc3)nc3nc(C)cc(C)n23)cc1	2.2	2.7	.	5.9
25	C[C@H]1CN([C@@H](C)CO)C(=O)c2cc(NC(=O)Cn3cnnn3)ccc2O[C@H]1CN(C)Cc1ccc(-c2ccccc2)cc1	1.8	-2.0	1.5	17.0
26	COc1ccc(C2/C=C\CN(C(=O)c3ccc(C)cc3)CC(=O)N2Cc2ccc(F)cc2)cc1 (stereo not given)	1.7	-1.8	7.4	-7.8
27	Cc1ccc(NC(=O)CSCC(=O)N(C)CC(=O)Nc2cccc3ccccc23)cc1	-3.9	-1.6	-0.1	-4.4
28	c1ccc(-c2nnc3ccc(N4CCC5(CC4)OCCO5)nn23)cc1	.	.	0.1	.
29	Cc1cccc(S(=O)(=O)N2C[C@H]3[C@@H](c4ccccc42)[C@H](CO)N3Cc2ccccn2)c1	-1.5	0.0	-18.8	-8.1
30	Cn1c(CN2CCCCC2)nc2cc(NC(=O)c3ccc(F)cc3)ccc21	.	.	5.4	.

item	ARNT-TACC3 inh	esBAF inh	PglD inh	E-selectin induc
16	-6.8	-5.4	2.8	.
17	0.9	8.9	1.9	.
18	1.1	-6.4	-4.1	.
19	1.6	53.1*	.	.
20	-12.2	-2.7	1.1	0.2
21	-1.9	-4.6	6.8	.
22	-4.2	68.5*	-3.4	.
23	4.4	-4.3	4.8	.
24	.	.	.	-0.1
25	1.0	2.0	3.7	0.3
26	-2.5	7.8	-3.9	-0.1
27	-2.5	4.5	5.6	0.0
28	0.8	-1.8	0.5	.
29	19.8*	5.4	-5.1	-0.2
30	-0.6	12.1	-0.4	.

# Compounds shown so far that contain a Cl atom:
item	structure	Casp6 inh	ERp5 block	RAD54 branch	RAD52 inh
2	O=C(NCC[C@@H]1CC[C@@H](NC(=O)c2cnccn2)[C@H](CO)O1)Nc1ccc(Cl)cc1	0.3	0.2	6.1	22.9
4	COC(=O)C[C@H]1CC[C@@H]2[C@@H](COc3ccc(NC(=O)Nc4cccc(Cl)c4)cc3C(=O)N2C)O1	-0.6	6.2	2.2	-139.1
10	Cn1ncc(S(=O)(=O)Cc2ccccc2)c(Cl)c1=O	3.8	3.1	3.1	-9.8

item	ARNT-TACC3 inh	esBAF inh	PglD inh	E-selectin induc
2	2.5	7.5	2.9	-1.9
4	8.6	-11.9	3.6	0.2
10	-10.2	.	1.7	0.0

# Next part.
item	structure	Casp6 inh	ERp5 block	RAD54 branch	RAD52 inh
31	O=C(Nc1c[nH]c(=O)[nH]c1=O)c1ccc([N+](=O)[O-])cc1	0.3	2.4	.	-11.1
32	CCOC(=O)c1ccc(Nc2nc(C)cc(=O)[nH]2)cc1	1.7	8.5	12.3	-10.4
33	CCc1nn(-c2cc(Cl)ccc2OC)c2c1C(=O)CCC2	.	.	0.0	.
34	CC(=O)Oc1c(-c2ccco2)oc2ccccc2c1=O	1.8	-4.4	.	-56.8
35	CCN(C(=O)CSc1nnc2ccccn12)C1CCS(=O)(=O)C1 (stereo not given)	-0.5	1.9	-2.0	-7.4
36	O=C(O)C(Cc1ccccc1)N1C(=O)C=CC1=O (stereo not given)	-0.1	-3.9	.	-15.4
37	CCC(c1nnnn1-c1ccc2c(c1)OCCO2)N1CCN(c2cc(C)ccc2C)CC1 (stereo not given)	-9.8	0.5	.	-11.6
38	C[C@H](CO)N1C[C@H](C)[C@H](CN(C)C(=O)Cc2ccccc2)OCCCC[C@H](C)Oc2ccc(N(C)C)cc2C1=O	-3.4	-0.1	-5.4	0.7
39	CCN1C(=O)c2ccccc2Sc2ccc(C(=O)NC(C)C)cc21	0.3	3.8	-9.0	-11.1
40	O=C1Nc2ccccc2/C1=N\c1sc2c(c1C(=O)Nc1ccccc1)CCCC2	.	.	-19.4	.
41	COc1ccc(NC(=S)NNC(=O)Cn2nc(C(F)F)cc2C(F)F)cc1	5.3	5.1	-8.4	-3.6
42	COc1ccc(CCC(=O)NNC(=O)c2cc(Cl)ccc2OC)cc1OC	-1.4	-2.3	-3.4	-3.2
43	COc1cccc(S(=O)(=O)Nc2ccc3c(c2)C(=O)N(C)[C@H]2CC[C@H](CC(=O)NCC4CCCCC4)O[C@@H]2CO3)c1	-0.4	0.0	2.7	-7.1
44	Cc1ccc(S(=O)(=O)N(C)C[C@H]2Oc3ccc(NS(C)(=O)=O)cc3C(=O)N([C@@H](C)CO)C[C@@H]2C)cc1	1.6	9.9	3.1	-5.1
45	O=C(c1cn(-c2ccccc2)nc1-c1cccs1)N1CCN(c2ccccc2)CC1	.	.	-2.9	.

item	ARNT-TACC3 inh	esBAF inh	PglD inh	E-selectin induc
31	3.7	.	.	0.0
32	-1.4	9.3	-1.8	.
33	5.3	2.8	2.0	.
34	6.0	.	.	-0.4
35	-8.9	-2.4	-0.6	3.2
36	.	.	.	-0.4
37	.	.	.	-0.8
38	5.3	6.6	-1.9	-0.2
39	6.0	-4.1	5.9	0.0
40	-11.7	4.0	6.8	.
41	-20.1	-1.7	-4.0	0.1
42	-3.1	-3.1	-4.7	.
43	11.8	10.0	-4.1	0.3
44	-7.9	3.8	-1.4	0.0
45	0.1	20.0	-1.9	.

# Full records from above. Order of screens: Casp6 inh | ERp5 block | RAD54 branch | RAD52 inh | ARNT-TACC3 inh | esBAF inh | PglD inh | E-selectin induc
# Shown for `CCc1c(C(=O)OCc2ccccc2)[nH]c(C)c1C` = 2.6 | . | . | 3.3 | 1.6 | 53.1* | . | .
# Shown for `Cc1ccc(NC(=O)CSCC(=O)N(C)CC(=O)Nc2cccc3ccccc23)cc1` = -3.9 | -1.6 | -0.1 | -4.4 | -2.5 | 4.5 | 5.6 | 0.0

# (further entries)
item	structure	Casp6 inh	ERp5 block	RAD54 branch	RAD52 inh
46	CCOC(=O)Nc1ccc2c(c1)N(C(=O)CN(C)C)c1ccccc1CC2	2.8	-1.6	-1.2	3.4
47	CCc1c(C)nc2c(-c3ccccc3)c[nH]n2c1=O	1.6	-5.9	-3.6	-3.6
48	O=C1OCC2=C1C(c1ccc(F)cc1)c1cc3c(cc1N2)OCO3 (stereo not given)	0.8	3.1	.	-7.0
49	Cc1ccc(-c2csc3nc(C(C)C)oc(=O)c23)c(C)c1	1.0	1.7	-9.4	-2.9
50	O=C(NC1=NCCS1)c1cccc(S(=O)(=O)N2CCOCC2)c1	0.5	1.0	3.2	-13.9
51	COc1ccccc1C(=O)Nc1ccc2c(c1)C(=O)N(C)[C@H]1CC[C@H](CC(=O)NCCc3ccncc3)O[C@H]1CO2	-1.5	0.1	3.9	14.2

item	ARNT-TACC3 inh	esBAF inh	PglD inh	E-selectin induc
46	-15.6	-2.8	-1.9	-0.3
47	11.7	-7.4	2.9	-0.5
48	0.5	.	.	0.3
49	6.2	-9.3	-0.1	12.4
50	6.3	-5.5	2.9	.
51	-4.7	-5.1	-2.3	0.1

# Screening results as filed in PubChem.
